Compound activity deposited in PubChem by National Center for Advancing Translational Sciences (NCATS).
TR SRC2 fluor cs – Texas Red fluorescence interference in TRb-SRC2 counter-screen; 280,000 tested, 0.29% active; TRb/SRC2 Texas Red total fluorescence interference; Potency, µM (highest dose often 106 µM), inactives show at the highest dose fluorescence change, negative = quenching; AID 1479; active = well fitted curve in either direction with a large enough effect; inconclusive = small, poorly fitted or top-dose-only effect
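Flags fluorescent or light-absorbing compounds by total fluorescence, S + 2P, at 555 nm excitation and 632 nm emission. Mixture: 20 nM Texas Red SRC2 peptide, 0.6 uM human TRb LBD, 1 uM T3, 5% DMSO; compound exposure 5 h at ambient temperature.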
RECQ1 helicase – inhibitors of human RECQ1 DNA helicase; P46063; RECQ1 DNA unwinding, red fluorescence kinetic read; Potency, µM (series often up to 57.3 µM), for the others: at the highest dose activity, negative = inhibition, hits mostly inhibitors; 240,000 tested, 0.54% active; AID 2549;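 also: plate controls were vehicle for no effect and no enzyme for full effect; nearly all actives have a fitted effect of over 30% in size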
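RECQ1T1 50 nM; forked duplex (20 bp + 30-nt ss tails) 200 nM, ATP 2 mM final; pH 8.0, 2 mM MgCl2, 2.5 ug/ml poly(dI-dC); 15 min compound preincubation; discontinuous kinetic read over 2 h at RT.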
L3MBTL1 inh – blocks human L3MBTL1 | Potency, µM (titrated, usually from 57.1 µM), without a hit: at the highest dose activity, negative = inhibition, hits mostly inhibitors | Q9Y468 | AID 485360 | 230,000 tested, 0.66% active | AlphaScreen L3MBTL1–H3K9me1 peptide binding; also: nearly all actives have a fitted effect of over 60% in size
Target sequence (Q9Y468 whole entry, looked up): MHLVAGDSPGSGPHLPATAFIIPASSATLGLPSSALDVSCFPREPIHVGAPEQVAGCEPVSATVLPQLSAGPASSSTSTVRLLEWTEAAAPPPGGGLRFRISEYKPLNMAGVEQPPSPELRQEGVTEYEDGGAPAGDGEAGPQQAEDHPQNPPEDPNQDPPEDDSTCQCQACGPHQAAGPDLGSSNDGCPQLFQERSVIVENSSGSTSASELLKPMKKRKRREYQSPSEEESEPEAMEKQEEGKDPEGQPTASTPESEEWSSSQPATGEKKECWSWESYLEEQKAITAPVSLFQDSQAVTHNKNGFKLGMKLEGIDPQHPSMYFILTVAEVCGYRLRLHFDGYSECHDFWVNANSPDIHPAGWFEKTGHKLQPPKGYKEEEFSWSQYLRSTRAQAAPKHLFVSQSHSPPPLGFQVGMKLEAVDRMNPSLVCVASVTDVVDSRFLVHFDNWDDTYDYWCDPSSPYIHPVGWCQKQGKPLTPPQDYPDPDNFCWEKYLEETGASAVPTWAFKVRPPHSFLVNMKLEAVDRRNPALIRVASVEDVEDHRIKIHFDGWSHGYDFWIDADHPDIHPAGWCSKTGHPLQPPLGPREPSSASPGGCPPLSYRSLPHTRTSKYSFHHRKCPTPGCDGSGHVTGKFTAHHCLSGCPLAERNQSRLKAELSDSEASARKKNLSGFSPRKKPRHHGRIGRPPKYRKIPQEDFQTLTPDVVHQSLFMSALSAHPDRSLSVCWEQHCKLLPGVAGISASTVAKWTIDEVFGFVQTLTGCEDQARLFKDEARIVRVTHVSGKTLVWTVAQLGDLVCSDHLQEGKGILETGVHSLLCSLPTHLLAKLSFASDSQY
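First, the protein-peptide complex forms for 30 min at room temperature (L3MBTL1 50 nM, biotinylated H3K9me1 peptide 75 nM). Next, compounds are pin-transferred and incubated 30 min. Finally, AlphaScreen beads are added and read after 30 min.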
aGlu spleen mod – lysosomal alpha-glucosidase (human) modulation. P10253. 240,000 tested, 0.006% active. human spleen homogenate, 4-MU-alpha-glucoside fluorescence. Potency, µM (series often up to 79.9 µM), for the others: at the highest dose activity change, negative = inhibition, most hits filed as inhibitors;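 also: 0% = enzyme with vehicle and -100% = no enzyme basal signal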
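Enzyme source: human spleen homogenate, 1 ug/well. Buffer 50 mM citric acid/K phosphate pH 5.0, 0.01% Tween-20. 4-MU-alpha-glucoside 1 mM; 37 C x 40 min; NaOH/glycine stop; fluorescence.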
GAA inhib – alpha-glucosidase (human) inhibition | purified human GAA, 4-MU-alpha-glucoside fluorescence | Potency, µM (titrated, usually from 76.9 µM), inactives show top-dose activity change, negative = inhibition, hits mostly inhibitors | 200,000 tested, 0.005% active;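 also: plate controls were uninhibited enzyme wells for no effect and no-enzyme background for full effect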
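Human enzyme at 4 nM with 400 uM 4-methylumbelliferyl-alpha-D-pyranoside, citrate/phosphate buffer pH 5.0, 0.005% Tween-20, 20 min at room temperature. Compounds up to 77 uM. 4-MU fluorescence (Ex 365/Em 440) read after NaOH/glycine stop; AC50 from Hill fit.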
RGS12 GoLoco inh – inhibitors of human Gai1-RGS12 GoLoco interaction (red fluorophore); Gai1:RGS12 GoLoco peptide FP, rhodamine, 10 min; Potency, µM (top dose mostly 61.6 µM), without a hit: at the top dose activity, negative = inhibition, most hits filed as inhibitors; 230,000 tested, 0.44% active; AID 880; active = well fitted inhibition curve with a large enough effect, not every such curve was filed as active; inactive = no such curve, though single readings can be large or run the other way; also: nearly all actives have a fitted effect of over 30% in size; many of its hits are not listed in these tables
GAA glycogen mod – alters human alpha-glucosidase cleavage of glycogen | Potency, µM (series often up to 76.4 µM), for the others: at the top dose activity change, negative = inhibition, usual class: inhibitors | recombinant GAA, glycogen substrate, Amplex Red glucose oxidase fluorescence | P10253 | 300,000 tested, 0.38% active | AID 2100;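 also: 0% = full enzyme reaction and -100% = no-enzyme basal signal; the screen sought inhibitors and activators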
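Recombinant human enzyme (4 nM); glycogen substrate; 37 C, 40 min, pH 5.0. Readout: coupled glucose oxidase/Amplex Red fluorescence.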
TRb-SRC2 inh – inhibitors of human thyroid hormone receptor beta-SRC2 interaction; 280,000 tested, 0.065% active; Potency, µM (highest dose often 106 µM), for the others: at the highest dose activity change, negative = inhibition, most hits filed as inhibitors; AID 1469; TRbeta-SRC2 peptide binding, fluorescence polarization; receptor liganded with 1 µM T3; P10828;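 also: plate controls were bound peptide for no effect and peptide without receptor for full effect; nearly all actives have a fitted effect of over 50% in size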
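Decrease in fluorescence polarization of 20 nM Texas Red SRC2 coactivator peptide flagged inhibition of its binding to 0.6 uM TRb LBD; 1 uM T3 included, incubation 5 hr, ex 555/em 632 nm.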
* marks the source's active call; other numbers are inactive results; i = inactive; ? = inconclusive; . = no result given; & = joins results of further samples; [ ] = another dose, or the depositor's remark. Unless noted, calls follow the shape of the dose curve; as a rule, active = well fitted curve in the direction sought with a large enough effect; inconclusive = small, poorly fitted or top-dose-only effect, or another doubt; inactive = no such curve, though single readings can be large; an effect the other way counts as inactive or inconclusive. Unless noted, % is scaled to controls: 0 for no effect and ±100 for the full control effect; potency is read from the fitted curve at half-maximal effect. Only part of the results is shown, so the mix of outcomes need not match the whole.

SMILES	TR SRC2 fluor cs	RECQ1 helicase	L3MBTL1 inh	aGlu spleen mod	GAA inhib	RGS12 GoLoco inh	GAA glycogen mod	TRb-SRC2 inh
Nc1cc(N)nc(SCC(=O)N2CCCCC2)n1	-2%	-5%	-3%	1%	1%	1%	6%	-4%
Cn1ncc(C#N)c1NC(=O)C1CC(c2c(F)cccc2Cl)=NO1 (stereo unspecified)	1%	-12%	-5%	4%	-1%	5%	2%	-8%
COC(=O)c1c(NC(=O)C2Cc3ccccc3C(=O)O2)sc2c1CCCC2 (stereo unspecified)	-19%	-4%	1%	8%	0%	-2%	0%	3%
CCCCn1c(=O)[nH]c(=O)c2c1nc(-c1ccc3ccccc3c1)n2CC	1%	-5%	-5%	10%	14%	0%	3%	0%
O=C(Nc1cccc(Cl)c1)N1N=CCC1c1ccccc1 (stereo unspecified)	-1%	-2%	.	-7%	.	-2%	3%	-5%
CCOC(=O)N1CCN(c2cc(C)c([N+](=O)[O-])cc2F)CC1	-3%	-11%	.	4%	-3%	-4%	-1%	3%
CCC(CC)C(=O)Nc1nnc(S(=O)(=O)N2c3ccccc3CC2C)s1 (stereo unspecified)	1%	.	5%	.	.	.	0%&5%[76.3 µM]	-4%
CN(Cc1ccccc1)C(=O)CSc1nc2ccccc2c(=O)n1Cc1ccco1	-5%	-11%	-10%	1%	4%	2%	-13%	2%
CCOC(=O)C1=C(C)NC(=O)NC1c1ccccc1Cl (stereo unspecified)	4%	-4%	10%	3%	-5%	5%	0%	2%
COc1ccccc1/C=C/CN1CCOCC1	-4%	-4%	-4%	-3%	3%	3%	3%	-8%
COc1cc(OC)c2ccc(=O)oc2c1C(CC(=O)N1CCOCC1)c1ccc(N(C)C)cc1 (stereo unspecified)	-1%	i	.	0%	.	-17%	-11%	-2%
Cn1c(=O)c2c(nc(N3CCc4ccccc4C3)n2Cc2ccc(Br)cc2)n(C)c1=O	-1%	14%	.	1%	-2%	7%	3%	-3%
COc1ccc(S(=O)(=O)N2CCCC2C(=O)Nc2ccc(C)cc2)cc1 (stereo unspecified)	2%	-16%	-1%	-11%	-9%	6%	-2%	15%
c1cncc(-c2nnc(-c3cccs3)o2)c1	-2%	-2%	2%	-2%	-3%	5%	6%	-2%
O=S1(=O)C[C@@H](O)[C@@H](Nc2ccc(Cl)cc2)C1	-1%	i	.	-1%	-3%	-2%	1%	-3%
CC(=O)c1cc(C#N)c(SCC(=O)Nc2nccs2)nc1C	-9%	i	3%	-4%	-1%	14%	2%	5%
c1ccc(-c2nc(N3CCOCC3)cc(N3CCOCC3)n2)cc1	0%	i	-1%	7%	3%	15%	-1%	-6%
C=C(NC(=O)C(=C)NC(=O)c1csc(C2=N[C@@H]3c4csc(n4)[C@@H]4NC(=O)c5csc(n5)[C@@H]([C@](C)(O)[C@H](C)O)NC(=O)[C@@H]5CSC(=N5)/C(=C/C)NC(=O)[C@@H]([C@H](C)O)NC(=O)c5csc(n5)[C@]3(CC2)NC(=O)[C@@H](C)NC(=O)C(=C)NC(=O)[C@@H](C)NC(=O)[C@@H]([C@@H](C)CC)N[C@H]2C=Cc3c([C@H](C)O)cc(nc3[C@@H]2O)C(=O)O[C@H]4C)n1)C(N)=O	-1%[53 µM]	i	.	2%[29.1 µM]	.	4%[21.6 µM]	.	0%[53 µM]
Cc1cccc(NC(=S)N(Cc2cccc(Br)c2)CC2CCC(C(=O)O)CC2)c1 (stereo unspecified)	-3%	i	.	1%	-2%	13%	-16%	-2%
Cc1cccc(C(=O)OCC(=O)NCc2cccs2)c1	1%	i	1%	5%	9%	-5%	4%	-1%
CCC(CC)C1C(C#N)=C(N)Oc2cc(C)oc(=O)c21 (stereo unspecified)	1%	-11%	.	2%	0%	5%	-17%	-12%
O=C(NCc1cccc(C(F)(F)F)c1)C1CC(c2ccccc2C(F)(F)F)=NO1 (stereo unspecified)	-2%	i	.	-3%	.	1%	-3%	-3%
CC1CC2(CCCCC2)Nc2ccc3ccccc3c21 (stereo unspecified)	-3%	-1%	12%	3%	4%	22%	-30%	0%
Cc1cccc(CSc2nn3c(=O)c(C)nnc3s2)c1	-3%	-14%	6%	-15%	1%	7%	-1%	-7%
Cc1ccc(CNC(=O)Cc2cccs2)cc1	-5%	-7%	.	-13%	-5%	-6%	2%	4%

Further records.
SMILES	TR SRC2 fluor cs	RECQ1 helicase	L3MBTL1 inh	aGlu spleen mod	GAA inhib	RGS12 GoLoco inh	GAA glycogen mod	TRb-SRC2 inh
CCn1nnc(NC(=O)C(c2ccccc2)c2ccccc2)n1	0%[53 µM]	-7%	3%	-6%	13%	-4%	-8%	5%[53 µM]
O=C(Nc1ccc(N2CCN(c3ccc(C(F)(F)F)cn3)CC2)nc1)c1cccs1	-1%	1%	-1%	4%	-1%	96%[activator]	4%	3%
CCOC(=O)CSc1cc(=O)n(CC)c2ccccc12	0%	i	2%	3%	-6%	-9%	7%	-5%
Cc1ccc(-c2[nH]nc3c2C(c2ccoc2)C(C#N)=C(N)O3)cc1C (stereo unspecified)	-1%	-2%	.	-1%	-4%	11%	-24%	2%
COC(=O)c1ccc(-n2cncn2)c([N+](=O)[O-])c1	-1%	i	9%	1%	7%	-4%	18%	3%
O=C(NC(=S)NCCC1=CCCCC1)c1ccco1	-7%	-20%	3%	8%	0%	13%	-1%	0%
COc1ccc(OC)c2c(C)cc(N3CCN(C(=O)c4ccc(Cl)cc4)CC3)nc12	-1%	-7%	.	-5%	-11%	-3%	-1%	-6%
O=C(Cn1c(COc2ccccc2)nc2ccccc21)Nc1cc(Cl)cc(Cl)c1	0%	-1%	-2%	-8%	7%	-10%	-1%	2%
COc1ccc(C(=O)NC(=S)N2CCNC(=O)C2)cc1Br	-5%	i	9%	6%	2%	-3%	-9%	-3%
CCCNS(=O)(=O)c1ccc(OCC(=O)Nc2ccc3c(c2)OCO3)cc1	-1%	i	-8%	2%	3%	11%	-4%	5%
O=c1cc(N2CCCCC2)c(-c2ccccc2)nn1Cc1cccc(Cl)c1	0%	-3%	0%	-7%	-6%	15%	-3%	7%
O=C1NC(=O)C(Cc2ccccc2)(c2cccnc2)N1 (stereo unspecified)	0%	i	18%	2%	.	7%	4%	-1%
O=S1(=O)CC/C(=N\O)c2ccccc21	2%	-2%	8%	1%	4%	-9%	8%	-5%
COc1cccc(CC2(CO)CCCN(CC3=Cc4cc(Cl)ccc4OC3)C2)c1 (stereo unspecified)	0%[53 µM]	-5%	-5%	1%	0%	8%	1%	-7%[53 µM]
CC1(C(=O)NC(=S)NNC(=O)c2ccncc2)CCCCC1	8%	-2%	15%	-9%	-24%	-3%	?	2%
Cc1ccc(Sc2nnc(-c3ccccc3)cc2C#N)cc1	0%	-3%	.	-2%	-2%	-3%	-2%	8%
CC(C)CNS(=O)(=O)c1ccc(CCC(=O)NCCC2=CCCCC2)cc1	0%	15%	-5%	-1%	-2%	15%	16%	3%
Cc1ccc(-c2nnn(CC(=O)N(Cc3ccco3)C(C(=O)NC(C)(C)C)c3ccc(C)o3)n2)o1 (stereo unspecified)	2%	i	-20%	6%	-11%	9%	-7%	-1%
COC(CNC(=O)C(=O)NCC1OCCN1C(=O)c1ccc(Cl)cc1)OC (stereo unspecified)	-1%	-2%	3%	0%	1%	6%	5%	0%
CCOC(=O)CC(=O)CSc1nc(-c2ccc3c(c2)OCO3)cc(C(F)(F)F)c1C#N	5%	-24%	-2%	1%	8%	27%	5%	-21%
CCOC(=O)c1nn(-c2ccc(C)cc2)c(C)c1C(C)=O	1%	10%	.	-3%	-2%	-4%	-11%	-16%
CC(=O)c1ccc2c(c1)CC(C)C(=O)N2C (stereo unspecified)	4%	2%	5%	-1%	13%	-1%	3%	6%
CCn1c(O)c2ccc(C(=O)N=NC(=O)c3cccnc3)cc2c1O	1%	-2%	3%	-8%	-2%	.	3%	0%
CSc1nncc(-c2ccc(F)c(F)c2)n1	-2%	4%	-6%	-2%	-11%	5%	?	-5%
CC(NC(=O)C1CCC(CNS(=O)(=O)c2ccccc2)CC1)c1ccc2c(c1)OCCO2 (stereo unspecified)	-1%	i	3%	3%	-3%	-3%	7%	0%

Shown with values under each structure: part of the list above.
Each structure is followed by: TR SRC2 fluor cs	RECQ1 helicase	L3MBTL1 inh	aGlu spleen mod	GAA inhib	RGS12 GoLoco inh	GAA glycogen mod	TRb-SRC2 inh
CSc1nncc(-c2ccc(F)c(F)c2)n1
→ -2%	4%	-6%	-2%	-11%	5%	?	-5%
O=C(NC(=S)NCCC1=CCCCC1)c1ccco1
→ -7%	-20%	3%	8%	0%	13%	-1%	0%
CCOC(=O)c1nn(-c2ccc(C)cc2)c(C)c1C(C)=O
→ 1%	10%	.	-3%	-2%	-4%	-11%	-16%
CC(=O)c1ccc2c(c1)CC(C)C(=O)N2C (stereo unspecified)
→ 4%	2%	5%	-1%	13%	-1%	3%	6%

Other structures:
SMILES	TR SRC2 fluor cs	RECQ1 helicase	L3MBTL1 inh	aGlu spleen mod	GAA inhib	RGS12 GoLoco inh	GAA glycogen mod	TRb-SRC2 inh
CNc1nc2c(Cl)cc(Cl)cc2s1	-3%	-17%	5%	9%	.	6%	-2%	-1%
O=C(Cc1cccs1)NCc1ccccc1F	-4%	-8%	-4%	1%	-7%	7%	3%	-3%
CC(=O)Nc1ccc(S(=O)(=O)NCc2cn3ccsc3n2)cc1	1%	-1%	-22%	-28%	-7%	-21%	3%	-3%
CC(=O)O[C@@H]1[C@H]2[C@@H](C[C@@H](C)[C@@H]3CCC(=O)[C@@]13C)OC(=O)[C@@H]2C	0%	i	.	1%	.	7%	8%	0%
O=C(COC(=O)CCc1c[nH]c2ccccc12)Nc1cc([N+](=O)[O-])ccc1Cl	-1%	i	-8%	1%	-6%	1%	-2%	2%
O=c1[nH]c(NCc2ccccc2)nc2c1CCC2	2%	i	37%[activator]	-4%	0%	.	-10%	-17%
